Source: PubChem BioAssay (National Center for Advancing Translational Sciences (NCATS))
Mito fusion act: blocks mitochondrial division or promotes mitochondrial fusion | S. cerevisiae fusion-defective mutant growth rescue, CellTiterGlo 48 h | Potency, µM (doses to about 46.1 µM), inactives show top-dose growth rescue (activation), actives largely listed as activators | 0.23% of 320,000 active | AID 485298;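 also: potency is read from the fitted curve at half-maximal effect; % of control where 0% means no effect; nearly all actives have a fitted effect of over 45% in size; temperature-sensitive fusion mutants such as fzo1-1 at 37 °C on non-fermentable ethanol glycerol medium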
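Read-out: ATP-based luminescence (CellTiterGlo, 10 min ambient) reporting growth of fusion-defective ts yeast after 48 hours at 37C on glycerol/ethanol YPEG medium in the presence of compound.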
TRPV1 agonist: agonists of human vanilloid receptor 1 (TRPV1). Q8NER1. TRPV1-expressing cells, Fluo-8 calcium influx, agonist mode. AID 540275. 0.19% of 320,000 active. activation, % at 8.33 µM; in the data active = activation above about 80%; inconclusive = between about 30% and that limit; also: 0% is about no effect
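Cells expressing TRPV1 were dye-loaded with Fluo-8 and read kinetically: 10 s baseline, 3 min after compound (agonist portion), then 2 min after EC20 capsaicin (allosteric enhancer portion). Calcium-bound dye fluorescence at 480/520 nm.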
KCNH2 3.1 block: inhibitors of human KCNH2 3.1 potassium channel isoform; U2OS KCNH2 3.1, thallium flux FluxOr; hits give low values; AID 720553; activity change, % (tested at about 1.8 µM); 0.95% of 340,000 active;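 active = maximum activity change below -70%; inconclusive = maximum activity change from -70% to -50%; inactive = maximum activity change above -50%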;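 also: thallium influx rate constant from kinetic fluorescence after stimulation buffer; % is scaled to controls: 0 for no effect and ±100 for the full control effect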
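FluxOr-based Tl+ influx in U2OS cells transduced with KCNH2 3.1 virus; rate constants normalized to DMSO controls.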
ELG1 DNA repair: inhibitors of ELG1-dependent DNA repair in HEK293T cells | HEK293T ELG1-luciferase reporter, luminescence, 16 h; DNA damage induced by 5-fluorouridine | Potency, µM (highest dose often 46.1 µM), for the others: top-dose activity change, negative = inhibition, usual class: inhibitors | 2.3% of 330,000 active; also: potency is read from the fitted curve at half-maximal effect; % is scaled to controls: 0 for no effect and ±100 for the full control effect; nearly all actives have a fitted effect of over 55% in size
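Quantitative HTS, concentration-response format. 2,000 cells/well co-treated with 5-fluorouridine and compound, 16 hr in 5% CO2 at 37 °C; ONE-Glo luminescence read after 30 min.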
USP2a block: inhibitors of human ubiquitin-specific protease USP2a. O75604. USP2 core, Ub-CHOP2 coupled fluorogenic reporter, 485/531. AID 463254. Potency, µM (series often up to 38.3 µM), for inactives: top-dose activity change, negative = inhibition, actives largely listed as inhibitors. 0.01% of 330,000 active;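 also: potency is read from the fitted curve at half-maximal effect; plate controls were DMSO wells for no effect and full inhibition by NEM control for full effect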
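Deubiquitinase activity read as fluorescence (485/531 nm) after Ub-CHOP2 cleavage activates the enterokinase reporter on its substrate; USP2 core 10nM, Ub-CHOP2 and substrate 25nM each, 30min compound preincubation then 60min RT; data normalized to NEM, curves fitted.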
TCR act: activators of T cell receptors | primary human leukocytes, anti-CD3, IL-2 HTRF, 48 h | Potency, µM (doses to about 9.22 µM), inactives show top-dose activation of IL-2 secretion, hits mostly activators | 330,000 tested, under 10 active | AID 504894; also: % of control where 0% means no effect
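IL-2 release read by HTRF sandwich (Eu cryptate donor, d2 acceptor, 665 nm emission) after 48 hr exposure of primary human leukocytes to compound together with anti-CD3 beads in the absence of co-stimulatory signals.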
KCNH2 WT inh: KCNH2 (human, wildtype) channel inhibition; Q12809; U2OS, BacMam KCNH2, thallium flux FluxOr; hits give low values; activity change, % at 1.84 µM; 0.37% of 340,000 active; AID 720551;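 active = maximum activity change below -70%; inconclusive = maximum activity change between -70% and -50%; inactive = maximum activity change above -50%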; also: % is scaled to controls: 0 for no effect and ±100 for the full control effect
Target sequence (Q12809 whole entry, looked up): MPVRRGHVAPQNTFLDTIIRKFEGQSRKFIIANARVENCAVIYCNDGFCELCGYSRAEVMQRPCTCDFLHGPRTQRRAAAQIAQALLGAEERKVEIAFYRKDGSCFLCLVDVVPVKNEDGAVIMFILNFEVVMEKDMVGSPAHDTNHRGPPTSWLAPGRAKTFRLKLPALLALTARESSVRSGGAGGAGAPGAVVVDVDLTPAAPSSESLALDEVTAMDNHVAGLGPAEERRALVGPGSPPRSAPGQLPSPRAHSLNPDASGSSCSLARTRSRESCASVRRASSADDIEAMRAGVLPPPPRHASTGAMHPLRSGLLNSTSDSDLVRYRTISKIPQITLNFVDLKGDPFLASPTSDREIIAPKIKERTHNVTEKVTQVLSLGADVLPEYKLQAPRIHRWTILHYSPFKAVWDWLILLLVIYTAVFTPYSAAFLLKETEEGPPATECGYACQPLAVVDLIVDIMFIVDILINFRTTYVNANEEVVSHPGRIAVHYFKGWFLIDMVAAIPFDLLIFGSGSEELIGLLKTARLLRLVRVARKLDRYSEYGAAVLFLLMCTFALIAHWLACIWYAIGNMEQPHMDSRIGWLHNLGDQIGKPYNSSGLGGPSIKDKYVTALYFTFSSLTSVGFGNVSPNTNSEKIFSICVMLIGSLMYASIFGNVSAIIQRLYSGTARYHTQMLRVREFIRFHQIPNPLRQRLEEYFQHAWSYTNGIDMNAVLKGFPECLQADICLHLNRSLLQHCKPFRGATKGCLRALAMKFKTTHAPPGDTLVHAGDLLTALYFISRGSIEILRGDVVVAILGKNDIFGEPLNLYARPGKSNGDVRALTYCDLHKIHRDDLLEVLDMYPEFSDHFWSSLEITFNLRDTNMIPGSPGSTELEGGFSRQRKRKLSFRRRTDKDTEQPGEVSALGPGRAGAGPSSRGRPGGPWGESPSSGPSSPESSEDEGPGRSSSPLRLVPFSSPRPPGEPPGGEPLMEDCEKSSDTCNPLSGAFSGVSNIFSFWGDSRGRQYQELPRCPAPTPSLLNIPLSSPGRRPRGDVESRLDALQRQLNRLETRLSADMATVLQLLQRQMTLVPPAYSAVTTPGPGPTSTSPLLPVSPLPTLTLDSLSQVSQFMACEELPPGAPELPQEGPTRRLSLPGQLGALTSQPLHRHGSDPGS
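U2OS cells were transduced with wild-type KCNH2 virus (2.03 x 10^8 / mL) for 4 h at room temperature, then cultured overnight at 37 C. Thallium flux was read with FluxOr dye. Rate constants were normalized to DMSO controls.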
Eya2 phos inh: Eya2 (human) phosphatase inhibition. O00167. AID 488837. Potency, µM (doses to about 76.9 µM), without a hit: at the highest dose activity, negative = inhibition, actives largely listed as inhibitors. recombinant Eya2, OMFP fluorescence dephosphorylation (OMFP is methylfluorescein phosphate). 0.006% of 330,000 active; also: potency is read from the fitted curve at half-maximal effect; % is scaled to controls: 0 for no effect and ±100 for the full control effect
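Eya2 protein (added as 0.2 uM solution) was preincubated with compound for 10 min at ambient temperature in 50 mM HEPES pH 7.5, 50 mM NaCl, 5 uM MgCl2, 0.05% BSA, 1 mM DTT. OMFP (added at 50 uM) then reacted 10 min; fluorescence read at 485/525 nm.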
AT treatment: potential ataxia-telangiectasia treatment. […] A-T fibroblasts, KAP-1 phosphorylation AlphaLISA; neocarzinostatin DNA damage 30 min before lysis. Potency, µM (series often up to 57.5 µM), inactives show at the top dose activation, usual class: activators. 0.19% of 320,000 active; also: potency is read from the fitted curve at half-maximal effect; % of control where 0% means no effect; nearly all actives have a fitted effect of over 45% in size
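hTERT-immortalized A-T patient fibroblasts ([…]), 500 cells/well in OPTI-MEM, 1% FBS, got compounds for 60 min, then NCS for 30 min at 37C. Lysates were then assayed for phospho-KAP-1 by AlphaLISA (anti-pKAP1 donor, anti-KAP1 acceptor beads), 6 hr at 25C.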
TSHR antagonist: blocks TSH signaling through the human TSH receptor | P16473 | TSHR-expressing cells, TSH-stimulated cAMP HTRF, 2 h; hits give low values | activity change, negative = inhibition, % at 11.5 µM | 0.2% of 330,000 active;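 active = activity change below a set negative limit, meaning inhibition stronger than a set level, cut at about -70% in these data; inconclusive = activity change between two set negative limits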; also: % is scaled to controls: 0 for no effect and ±100 for the full control effect
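Freshly harvested TSHR cells receive pin-tooled compound, then EC80 TSH at 4nM final. After 2 hours at 37 deg C, antibody in lysis buffer and cAMP-d2 are added; 30 minutes at ambient temperature precede the HTRF read.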
* = called active by the depositor; ? = inconclusive; · = not tested or not shown; [ ] = remark or other dose. Unless noted, calls follow the shape of the dose curve; as a rule, active = well fitted curve in the direction sought with a large enough effect; inconclusive = small, poorly fitted or top-dose-only effect, or another doubt; inactive = no such curve, though single readings can be large; an effect the other way counts as inactive or inconclusive.

Value order – Mito fusion act	TRPV1 agonist	KCNH2 3.1 block	ELG1 DNA repair	USP2a block	TCR act	KCNH2 WT inh	Eya2 phos inh	AT treatment	TSHR antagonist
CC(C(=O)Nc1ccc(S(=O)(=O)N2CCCC2)cc1)N(C)Cc1ccc(F)cc1 (stereo not drawn)
→ 8.5%	17.2	9.9	?	3.4%	10.0%	7.3	-3.9%	3.6%	-6.1
CCOC(=O)N1CCN(C(=O)c2ccc(S(=O)(=O)Nc3ccccc3)cc2)CC1
→ ·	·	-6.5	-10.9%	0.9%	3.6%	-1.4	4.3%	3.5%	-13.2
CCn1cc(C(=O)NCc2cccs2)c(=O)c2ccc(C)nc21
→ 6.3%	-5.2	-7.5	-12.4%	4.0%	-2.5%	-7.0	-3.2%[15.4 µM]	13.0%	-11.0
O=C(Nc1nc(-c2ccc(S(=O)(=O)N3CCCCCC3)cc2)cs1)c1cccs1
→ 2.7%	14.4	-18.4	13µM*	0.3%	12.7%	3.7	1.8%	4.1%	-29.4
O=C(Nc1ccccc1Br)C1CCCN1S(=O)(=O)c1cccc2nsnc12 (stereo not drawn)
→ -6.0%	8.4	3.1	-22.0%	1.3%	-2.3%	-2.9	-4.4%	-0.6%	-2.2
C#CCNC(=O)C1=C[C@@H](c2ccc3c(c2)OCO3)[C@H](CCCO)[C@@H](OCC)O1
→ -0.2%	3.2	10.0	-4.7%	-0.3%	2.2%	-4.6	7.1%	-1.6%	7.0
O=C(C(=O)N1CCCC1)c1c(-c2ccccc2)[nH]c2ccccc12
→ 7.8%	4.7	3.7	10.1%	1.1%	-3.2%	1.3	?	10.5%	-15.9
COc1cc2c(cc1OC)C(C(C)C)=NC(C)(C)C2
→ 1.1%	1.6	-19.0	?	-1.3%	-6.3%[46.1 µM]	1.7	-0.5%	·	3.3
C=C(c1ccccc1Cl)[n+]1ccccc1
→ -1.0%	-4.5	-4.4	-20.4%	3.5%	-7.3%	-2.6	6.6%	-1.0%	9.8
O=C(Nc1ccccc1)Nc1ncc([N+](=O)[O-])s1
→ ?	-2.3	16.0	?	-1.3%	5.0%	-10.9	-7.1%	-24.9%	?
Cc1cc(/C=C(\C#N)C(=O)NCc2cccs2)c(C)n1-c1ccc([N+](=O)[O-])cc1
→ 0.6%	4.1	5.1	-2.0%	-0.6%	0.7%[46.1 µM]	9.6	-5.4%	-1.3%	6.9
CCOc1ccc(-c2nnc(-c3ccco3)o2)cc1
→ -1.5%	?	2.3	?	1.7%	·	3.5	-10.1%	-1.8%	-7.6
O=C(CCc1nnc(CCC2CCCCC2)o1)NCCn1cccn1
→ 1.6%	1.0	-31.1	8.1%	3.3%	-3.5%	-2.3	-0.3%	0.0%	-6.7
Cc1cc(Nc2ncc(Cl)cc2Cl)n(-c2ccccc2)n1
→ 1.0%	-2.8	0.5	23.7%	13.5%	-1.1%[46.1 µM]	6.9	-6.9%	9.3%	1.2
Cc1cc(C(=O)N(C)CC(=O)Nc2ccc(Cl)c(C(F)(F)F)c2)no1
→ -1.7%	24.8	-3.6	16.2%	-0.8%	-19.0%	-26.7	-1.8%	-0.6%	-8.0

Some of the entries so far, comma-delimited.
smiles,Mito fusion act,TRPV1 agonist,KCNH2 3.1 block,ELG1 DNA repair,USP2a block,TCR act,KCNH2 WT inh,Eya2 phos inh,AT treatment,TSHR antagonist
C=C(c1ccccc1Cl)[n+]1ccccc1,-1.0%,-4.5,-4.4,-20.4%,3.5%,-7.3%,-2.6,6.6%,-1.0%,9.8
Cc1cc(/C=C(\C#N)C(=O)NCc2cccs2)c(C)n1-c1ccc([N+](=O)[O-])cc1,0.6%,4.1,5.1,-2.0%,-0.6%,0.7%[46.1 µM],9.6,-5.4%,-1.3%,6.9
CCOC(=O)N1CCN(C(=O)c2ccc(S(=O)(=O)Nc3ccccc3)cc2)CC1,·,·,-6.5,-10.9%,0.9%,3.6%,-1.4,4.3%,3.5%,-13.2

Look-ups from the entries so far:
For Mito fusion act, C#CCNC(=O)C1=C[C@@H](c2ccc3c(c2)OCO3)[C@H](CCCO)[C@@H](OCC)O1 has the entry -0.2%
For Mito fusion act, O=C(Nc1ccccc1Br)C1CCCN1S(=O)(=O)c1cccc2nsnc12 (stereo not drawn) has the entry -6.0%

Other records
Value order – Mito fusion act	TRPV1 agonist	KCNH2 3.1 block	ELG1 DNA repair	USP2a block	TCR act	KCNH2 WT inh	Eya2 phos inh	AT treatment	TSHR antagonist
Cc1ccccc1-c1nnc(CN2CCC(C)CC2)o1
→ -9.9%	9.5	3.9	?	2.7%	-3.7%	-0.4	-7.1%	-8.8%	-3.9
COc1ccc(C(C)=O)cc1COC(=O)[C@H](Cc1ccccc1)NC(=O)c1ccco1
→ ·	·	-1.5	-0.8%	0.8%	-0.7%[46.1 µM]	2.5	-0.6%	0.0%	-1.1
O=S(=O)(Nc1ccncc1)c1cc(Cl)c(Cl)cc1Cl
→ -2.6%	-2.5	-6.5	6.8%	-0.8%	-4.5%	-3.8	1.3%	-0.1%	-15.4
O=C(NC1CCCCC1)C(c1c(F)cccc1Cl)N(C(=O)c1csnn1)C1CC1 (stereo not drawn)
→ 5.8%	1.4	-2.0	0.1%	2.1%	2.1%	-9.1	4.9%	-0.6%	-5.4
CCn1c(SCc2nnc(-c3ccccc3)o2)nc2c1c(=O)n(C)c(=O)n2C
→ -4.2%	-3.0	·	3.4%	-3.0%	·	·	-6.4%	1.6%	-0.1
CC(C)CNC(=O)COC(=O)c1ccc(Cl)c(S(N)(=O)=O)c1
→ 1.2%	-1.5	-11.7	3.1%	1.9%	9.2%	10.5	-22.0%	-4.7%	4.3
COc1ccccc1N1CCN(S(=O)(=O)c2cccc3nsnc23)CC1
→ 0.6%	-2.1	4.8	-3.6%	0.4%	1.1%	-4.4	-11.6%	2.8%	-0.4
Cc1nc2cc(N=NC3=C(O)CCCC3=O)ccc2s1
→ -6.1%	-3.0	-17.9	?	-3.1%	5.9%[46.1 µM]	7.9	-1.3%	-8.8%	-3.6
CCCCCCCCC/C(=N\O)c1ccccn1
→ -16.5%	11.0	-11.4	?	-1.0%	-0.9%	4.2	-16.9%	12.5%	-2.3
CN(C)c1ccc(/C=C/c2nc3ccccc3s2)cc1
→ -18.2%	13.0	-16.0	-26.3%	5.1%	1.7%	-38.5	-1.4%	-0.8%	-5.5
COc1ccc(C2(CNC(=O)c3ccccc3)CCCC2)cc1OC
→ 3.9%	11.1	14.6	-2.5%	2.6%	·	2.8	0.6%	-1.2%	-7.4
Cc1cc(NCCCn2ccnc2)n2ncc(-c3ccccc3)c2n1
→ -16.0%	1.3	-9.7	?	1.2%	3.2%	7.8	1.0%	7.9%	-5.5
COc1ccc(NC(=O)c2c(C(F)(F)F)nn(C)c2SCc2ccccc2Cl)cc1
→ 3.2%	2.3	·	-27.1%	-1.2%	-10.3%	-4.9	-7.6%	7.9%	9.6
COc1ccccc1-c1sc2ccccc2c1C#Cc1ccc(N(C)C)cc1
→ ·	·	·	?	-7.0%	0.7%	·	0.9%	?	39.0
Cc1cccc(C(=O)OCC(=O)NC(C)CCc2ccccc2)c1O (stereo not drawn)
→ -6.1%	23.3	-10.3	14.6%	-0.5%	-8.2%	22.4	-1.2%	-10.0%	0.2

Arranged by value in TRPV1 agonist (largest number first): some entries from above
compound	Mito fusion act	TRPV1 agonist	TCR act	Eya2 phos inh	TSHR antagonist
CCCCCCCCC/C(=N\O)c1ccccn1	-16.5%	11.0	-0.9%	-16.9%	-2.3
COc1ccc(NC(=O)c2c(C(F)(F)F)nn(C)c2SCc2ccccc2Cl)cc1	3.2%	2.3	-10.3%	-7.6%	9.6
O=S(=O)(Nc1ccncc1)c1cc(Cl)c(Cl)cc1Cl	-2.6%	-2.5	-4.5%	1.3%	-15.4

Further entries follow:
Value order – Mito fusion act	TRPV1 agonist	KCNH2 3.1 block	ELG1 DNA repair	USP2a block	TCR act	KCNH2 WT inh	Eya2 phos inh	AT treatment	TSHR antagonist
O=S(=O)(c1ccc(Cl)cc1)N1CCn2c1nc1ccccc12
→ 8.1%	-5.8	11.7	-1.5%	-0.3%	3.8%	-2.2	17.1%	10.0%	30.5
COc1ccc(Br)cc1CN(C)CC(=O)NCc1ccc(F)cc1
→ 8.5%	11.5	-9.4	?	-1.8%	-4.9%	9.0	1.5%	20.0%	6.4
COc1ccc(-n2cnnc2SCCC#N)cc1
→ 9.9%	-0.3	-2.8	17.4%	-0.3%	-7.5%	1.2	-12.2%	16.8%	13.8
Cc1ccnc(NS(=O)(=O)c2cccc([N+](=O)[O-])c2)c1
→ -2.0%	-0.3	20.1	-4.0%	-0.6%	-4.7%	-10.4	-18.4%	-9.1%	20.6
CCN1CCN(CCCN(Cc2ccco2)C(=S)Nc2ccc(Cl)c(C)c2)CC1
→ 1.9%	2.3	-3.3	-0.6%	-0.3%	·	47.5	3.3%	-6.3%	1.8
Cc1cc(C(=O)N/N=C/c2ccc([N+](=O)[O-])s2)n[nH]1
→ 18.9%	?	-17.2	16.4µM*	2.0%	1.6%	-19.3	-12.9%	-0.4%	0.3

Some of the compounds tested; count on the stated rates, not on these rows.
